JMJD2C inh = inhibitors of GASC-1 histone demethylase, primary screen, biochemical, fluorescence, DELFIA europium. Lysine-specific demethylase 4C (Homo sapiens), Q9H3R0. GST-JMJD2C(1-420) H3K9me3 demethylation. AID 2099, 2009. hit rate 0.069% among 330,000. inhibition, % at 2.35 µM;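 active means more than half of a compound's replicate wells show inhibition beyond 50%, single wells judged on their own value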;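 further: signal counts dimethyl H3K9 product captured on neutravidin plate; 0% = median of DMSO wells and 100% = 0.3 times that DMSO median; strong numbers were not always called active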
Target sequence (Q9H3R0 1-420 limits assumed): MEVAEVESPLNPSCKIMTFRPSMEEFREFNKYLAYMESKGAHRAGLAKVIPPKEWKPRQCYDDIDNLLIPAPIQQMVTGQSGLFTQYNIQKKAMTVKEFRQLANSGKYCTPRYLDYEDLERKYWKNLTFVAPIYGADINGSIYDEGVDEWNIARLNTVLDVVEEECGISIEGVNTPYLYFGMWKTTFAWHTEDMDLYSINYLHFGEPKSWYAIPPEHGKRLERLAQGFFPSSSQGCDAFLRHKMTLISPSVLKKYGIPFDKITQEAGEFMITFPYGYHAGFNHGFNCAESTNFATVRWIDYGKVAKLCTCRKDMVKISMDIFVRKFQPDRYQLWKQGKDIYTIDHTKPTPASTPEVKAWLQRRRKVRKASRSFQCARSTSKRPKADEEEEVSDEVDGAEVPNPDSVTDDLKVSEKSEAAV
PP5 inh = PP5 phosphatase inhibitors, primary screen, biochemical, fluorescence. Serine/threonine-protein phosphatase 5 (Homo sapiens), P53041. purified PP5c, OMFP substrate fluorescence. inhibition, % at 6.7 µM. hit rate 0.18% among 320,000;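 active means inhibition above the campaign's mean inhibition across all tested compounds plus 3 SD, cut at about 9.5% in these data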;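 further: 0% = DMSO only and 100% = 100 µM cantharidin control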
Target sequence (P53041 whole entry, looked up): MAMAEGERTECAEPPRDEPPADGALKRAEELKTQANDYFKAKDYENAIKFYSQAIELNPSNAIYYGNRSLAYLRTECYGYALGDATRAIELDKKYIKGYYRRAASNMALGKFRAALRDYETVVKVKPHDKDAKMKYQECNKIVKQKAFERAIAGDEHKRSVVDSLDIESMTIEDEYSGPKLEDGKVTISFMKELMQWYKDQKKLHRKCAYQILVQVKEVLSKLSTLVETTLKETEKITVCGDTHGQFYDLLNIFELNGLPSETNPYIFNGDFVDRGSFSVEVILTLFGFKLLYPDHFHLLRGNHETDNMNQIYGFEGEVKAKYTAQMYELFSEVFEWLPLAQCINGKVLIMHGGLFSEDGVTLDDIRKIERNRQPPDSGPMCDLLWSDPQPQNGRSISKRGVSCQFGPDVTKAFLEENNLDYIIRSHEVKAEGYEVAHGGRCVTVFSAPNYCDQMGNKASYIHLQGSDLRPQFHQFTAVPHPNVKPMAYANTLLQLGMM
TPT1 inh = Candida albicans TPT1 enzyme inhibitors, primary screen, biochemical, fluorescence polarization; tRNA 2'-phosphotransferase TPT1 (Candida albicans SC5314); recombinant caTPT1, FP RNA substrate dephosphorylation; inhibition, % at 5 µM; hit rate 0.81% among 300,000; AID 1962, 2009;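 active means inhibition above the mean of all tested compounds plus 3 SD, set per screening campaign, cut at about 24% in these data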;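 further: plate controls were DMSO alone for no effect and ferristatin control at 100 nM for full effect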
EBNA-1 inh = EBNA-1 DNA-binding inhibitors, primary screen, biochemical, fluorescence polarization; inhibition, % at 14.8 µM; hit rate 0.34% among 300,000; AID 1950, 2009; in the data active means inhibition above about 28%
core dimer inh = inhibitors of HCV core protein dimerization, primary screen, biochemical, TR-FRET, high-throughput. TR-FRET GST/Flag-core106 dimerization, 1536-well. inhibition, % at 5 µM. hit rate 0.33% among 300,000. AID 1899, 2009;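 active means inhibition above the mean of all tested compounds plus 3 SD, set per screening campaign, cut at about 45% in these data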
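Material: Tagged HCV core106 pair (GST and Flag) | Amount: GST-core106 13.5 nM, Flag-core106 17 nM | Medium: KF-containing HEPES buffer, pH 7.45, DTT, CHAPS, BSA | Reagent: Eu donor and XL665 acceptor anti-tag antibodies | Schedule: 4 h at 22.5 °C | Technique: Time-resolved FRET, ex 340 nm, em 617 and 671 nm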
PP1 counter = PP1-alpha phosphatase inhibitors, primary screen, counter-screen for PP5 inhibitor project, biochemical, fluorescence, OMFP substrate, single point; hit rate 0.9% among 320,000; purified PP1alpha; Serine/threonine-protein phosphatase PP1-alpha catalytic subunit (Homo sapiens), P62136; inhibition, % at 6.7 µM;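 active means inhibition above the mean inhibition of all tested compounds plus 3 SD, computed separately for each screening campaign, cut at about 15% in these data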
ZTA counter = ZTA (EBV) inhibition in EBNA-1 counter-screen; hit rate 0.15% among 320,000; P03206; inhibition, % at 11 µM; AID 2234; ZTA-DNA binding, fluorescence polarization; in the data active means inhibition above about 33%
Yeast superoxide = reduction of superoxide in aged yeast, primary screen, HTS | superoxide response (% of plate mean), % at 10 µM | hit rate 0.18% among 330,000 | AID 2690, 2010 | S. cerevisiae aged cells, superoxide DHE fluorescence; hits give low values;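 active means superoxide response under a set limit, about three screen SD below normal, cut at about 65% in these data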;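 further: yeast aged for seven days with compound at 30 °C before DHE staining; 100% = average MFI of all compound-treated wells on the plate with controls excluded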
CTSL1 counter = Fasciola hepatica cathepsin L1 inhibitors, primary screen, counter-screen for PFM18AAP inhibitor project, biochemical, QFRET, fluorogenic peptide substrate; recombinant F. hepatica cathepsin L1, Z-Leu-Arg-MCA fluorescence; inhibition, % at 5.96 µM; hit rate 0.49% among 300,000; AID 1906, 2009;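 active means inhibition above the mean of all tested compounds plus 3 SD, set per screening campaign, cut at about 17% in these data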;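 further: 0% = plate median of test compound wells and 100% = 1 µM Z-Phe-Ala-diazomethylketone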
* hit, by the source's call; nt = no result given.

SMILES	JMJD2C inh	PP5 inh	TPT1 inh	EBNA-1 inh	core dimer inh	PP1 counter	ZTA counter	Yeast superoxide	CTSL1 counter
CC(C)(C)C1CCC(=O)C(C2(O)C(=O)Nc3ccccc32)C1 (configuration not stated)	-1	3.0	2	-3	1	0	0	97	-2
COc1cc(C2C3=C(CCCC3=O)Nc3[nH]n(-c4ccccc4)c(=O)c32)ccc1O (configuration not stated)	nt	1.4	-1	1	-13	3	-20	104	0
Cc1cc(NC(=O)c2ccoc2C)ccc1Br	1	2.0	nt	nt	nt	1	3	103	nt
CCC1(c2ccc(F)cc2)NC(=O)N(CC(=O)NCc2ccc(C)cc2)C1=O (configuration not stated)	-11	1.5	0	-9	4	-2	-2	113	-3
COCC(=O)N(CCc1ccc(OC)c(OC)c1)Cc1nc2ccccc2c(=O)[nH]1	25	0.7	-3	3	7	1	-15	91	0
C/C(CC(=O)Nc1ccc(N(C)C)cc1)=N\NC(=O)Cc1csc(N)n1	-1	-0.4	-4	2	-6	-4	5	92	-5
COc1cc(C#N)ccc1OC(=O)C1CCN(C(=O)c2ccc(F)cc2)CC1	7	7.0	-2	17	0	0	-9	114	-1
COc1ccc(S(=O)(=O)N2CCC(C(=O)N3CCOCC3)CC2)cc1	-2	2.8	-4	-11	-5	0	5	100	-3
CCNc1nc(SC(C(C)=O)C(C)=O)nc(N(C)C)n1	6	3.1	-2	-9	-4	-6	-4	84	-3
Cc1cc(C)nc(NC(=O)CSc2nnnn2-c2ccccc2)n1	-1	5.7	0	11	6	-2	11	106	1
CSC(=NNC(=O)c1ccc(O)cc1)SC	-3	2.9	-4	-11	-2	-6	-7	103	-4
CSc1ccccc1OCc1cc(C(=O)N2CCC[C@H]2C(N)=O)no1	10	1.2	-1	9	-3	-4	13	96	-3
CNc1ccccc1C(=O)OCC(=O)N(CCOC)c1c(N)n(CC(C)C)c(=O)[nH]c1=O	-11	-0.6	-5	-4	-6	-2	-14	73	0
Cc1cc(N)n(-c2ccc([N+](=O)[O-])cc2)n1	8	-3.9	0	4	4	-2	6	96	-1
CCCCCC(=O)Nc1ccc2ccccc2c1	13	3.2	0	1	1	2	-4	96	-3
C=CCN(CC(=O)NCC1CCCO1)C(=O)CCC(=O)Nc1cc(C)on1 (configuration not stated)	-9	-5.1	-1	-6	-3	-7	2	82	-6
COC(=O)C(C)Sc1ccc2nnc(CCNS(=O)(=O)c3ccccc3)n2n1 (configuration not stated)	20	1.8	0	7	2	-6	5	79	-2
CCCC(C)c1nnc(NC(=O)c2cc(C(=O)OC)cc([N+](=O)[O-])c2)s1 (configuration not stated)	-8	-0.3	1	-7	3	2	5	94	4
COCCNC(=O)c1cnn2c(C(F)F)cc(-c3ccccc3)nc12	0	-1.1	-5	1	9	-1	10	89	-3
Cc1cc(/C=N/n2cnnc2)c(C)n1-c1ccc(Cl)cc1Cl	0	3.4	-3	6	5	2	-12	95	3
CN(C(=O)CSc1ncccn1)C1CCS(=O)(=O)C1 (configuration not stated)	-20	-5.5	-2	-7	-15	3	-4	103	-6
O=C(NCC1CCCO1)c1ccc2c(c1)N(Cc1ccc(F)cc1)CCS2 (configuration not stated)	-3	3.2	4	-1	-1	1	-3	93	-2
Cc1nnc(C)c2c(C)n(-c3ccc4ncccc4c3)c(C)c12	-18	0.1	4	-4	5	-3	12	102	-1
Cc1sc(NC(=S)NC(=O)C(C)(C)C)c(C(N)=O)c1C	8	2.7	-4	7	-21	3	-14	110	2
COc1ccc(NC(=O)C(=O)NCC(=O)Nc2cc(OC)ccc2OC)cc1	9	-2.1	-2	12	-22	1	0	81	9
NC(=O)N/N=C/c1ccc(-c2ccc([N+](=O)[O-])cc2)o1	3	0.8	13	-7	-6	-2	0	100	1
Cc1noc(C)c1S(=O)(=O)N1CCCC(C(=O)NC2CCCCC2)C1 (configuration not stated)	2	0.8	-1	-5	-5	-6	0	94	-6
Cc1ccc2c(c1)c1nnc(SCC(=O)NC3CC3)nc1n2C	-5	2.9	-3	-3	-1	5	-2	90	-1
CC(C)CCOc1ccc(C(=O)NCC(c2ccco2)N(C)C)cc1 (configuration not stated)	12	0.6	-1	-5	10	1	-7	94	1
CCOC(=O)[C@H]1[C@H]2COc3cc(OC)ccc3[C@@H]2N2C(=O)CN(CC3CCCO3)C(=O)[C@@]12C (some centres not stated)	nt	1.1	nt	nt	nt	-1	-13	100	nt

Compounds listed so far containing a tert-butyl group, in the order listed:
SMILES	JMJD2C inh	PP5 inh	TPT1 inh	EBNA-1 inh	core dimer inh	PP1 counter	ZTA counter	Yeast superoxide	CTSL1 counter
CC(C)(C)C1CCC(=O)C(C2(O)C(=O)Nc3ccccc32)C1 (configuration not stated)	-1	3.0	2	-3	1	0	0	97	-2
Cc1sc(NC(=S)NC(=O)C(C)(C)C)c(C(N)=O)c1C	8	2.7	-4	7	-21	3	-14	110	2

Further entries follow:
SMILES	JMJD2C inh	PP5 inh	TPT1 inh	EBNA-1 inh	core dimer inh	PP1 counter	ZTA counter	Yeast superoxide	CTSL1 counter
CN(C)c1ccc(CN(C(=O)c2ccccc2Br)C2CCS(=O)(=O)C2)cc1 (configuration not stated)	0	1.8	2	-20	-6	2	-3	92	-2
COc1ccccc1NC(=O)COC(=O)c1ccccc1OCC(=O)Nc1ccc(SC(F)F)cc1	2	3.4	1	27	14	-3	15	94	4
O=C(Nc1ccccc1N1CCN(C(=O)c2ccccc2)CC1)c1cc2ccccc2o1	nt	-0.5	-4	0	18	-3	6	98	2
C(=N\Nc1nc(Nc2ccccc2)nc(N2CCOCC2)n1)/c1c[nH]c2ccccc12	-5	6.5	-1	-5	-2	5	12	98	1
CCOC(=O)c1ccc(NC(=O)CSc2ncccn2)cc1	1	-0.7	6	3	-2	2	5	84	-4
CCOC(=O)C1CCCN(S(=O)(=O)c2ccc3c(c2)C(C)(C)C(=O)N3C)C1 (configuration not stated)	-11	-1.1	-1	4	4	-3	4	97	2
Cn1c(=O)oc2cc(S(=O)(=O)N3CCC(C(=O)N4CCN(c5ccc(F)cc5)CC4)CC3)ccc21	2	2.1	-1	4	-4	2	6	104	-3
COCCN=C1N[C@@H](c2ccccc2)C(C(=O)OC)=C(C)N1Cc1ccccc1	2	0.2	-1	4	8	-9	6	103	0
CCc1ccc2c(COn3nnc4ccc(S(=O)(=O)N(C)C)cc43)cc(=O)oc2c1	8	0.6	-3	-1	0	-2	5	101	-2
O=C(NC1CC1)C(=O)c1c[nH]c2ccccc12	17	1.4	1	1	-4	-5	4	100	-1
NC(=O)NNC(=S)Nc1cccc2ccccc12	14	-1.0	-5	10	-6	1	6	96	91*
CCCN(CC(=O)Nc1ccccc1OC)C(=O)CCC(=O)c1ccc(F)cc1	0	0.2	-4	4	2	-2	15	106	-3
O=C(NCCS(=O)(=O)NCCc1ccccc1)c1ccccc1	1	-0.4	-3	-4	-6	-1	-18	99	2
CC(=O)N1c2ccccc2C(C)(C)C2CCC(C)CC21 (configuration not stated)	-1	4.5	3	-6	6	-2	2	104	-2
O=C(O)c1ccccc1/C=N/N1CCN(C2c3ccccc3-c3ccccc32)CC1	-2	2.2	-2	1	6	-4	8	88	1
Cc1ccc(OCC(=O)NCCN2CCCC2)cc1	-21	4.2	-5	-9	-9	-1	-11	110	2
CN(C)c1ccc(/C=N/NC(=O)C(O)(c2ccccc2)c2ccccc2)o1	0	0.1	8	-6	7	-3	15	101	-3
CCCOc1ccc(-c2nnn(CC(=O)c3ccc4c(c3)OCCO4)n2)cc1	4	3.9	-5	-4	-4	1	-9	100	-2
COc1ccc2nc(NC(=O)c3ccco3)sc2c1	3	-1.1	0	1	1	-3	4	98	2
O=C(CSc1nnc2ccccn12)NCc1ccc2c(c1)OCO2	1	0.1	-1	5	-1	8	-11	121	2
COc1ccccc1P(=O)(c1ccccc1)c1ccc([N+](=O)[O-])cc1 (configuration not stated)	30	1.7	-1	6	2	-3	2	95	-22
O=C(CN1CCN(S(=O)(=O)c2ccc(Br)cc2)CC1)N/N=C/c1cc([N+](=O)[O-])ccc1Cl	-10	2.0	1	-16	14	7	2	102	1
CC(C)C[C@H](NC(=O)C1CCN(S(=O)(=O)c2ccccc2)CC1)C(=O)NCc1ccncc1	4	-1.6	-1	5	2	-3	13	113	-2
COc1ccccc1CN1CCNC(=O)C1CC(=O)NCC1CCOCC1 (configuration not stated)	-4	1.0	-5	4	1	-3	-12	98	-1
COc1ccc(NC(=O)CN(C)C(=O)c2ccc(NC3CC3)c([N+](=O)[O-])c2)cc1	5	2.1	1	2	2	-7	0	117	4
C/C(=N\Nc1cc(C(F)(F)F)ccc1Cl)c1ccccc1O	-5	3.8	-2	2	-7	-1	17	137	3
CCN(CC)c1ccc(N=Cc2cc(Br)ccc2O)cc1	-1	0.8	-1	126*	3	5	184*	100	-5
N#C/C(=C\c1ccccc1O)C(=O)Nc1ccccn1	22	1.1	-2	2	-2	0	-8	85	1
COc1cc(C(=O)NC(=S)Nc2cccc(-c3cc4ccccc4oc3=O)c2)cc(OC)c1OC	-5	1.3	0	8	27	-3	30	94	2
COc1ccc(CCn2c(C)cc(C(=O)CSc3nnc(N)s3)c2C)cc1	1	3.0	6	-27	33	-2	9	98	-4
CCOC(=O)c1c(C)[nH]c(C(=O)OCc2csc(CC(=O)Nc3ccccc3C)n2)c1C	-1	0.9	-1	18	1	-1	-10	92	1
CC(C)NC(=O)CCNC(=O)c1ccc(F)cc1	-1	1.7	0	-6	0	-5	-20	77	3
CCCCCCCCS(=O)c1sc2nc(C)cc(C)c2c1N (configuration not stated)	-1	-0.6	3	15	-2	-3	16	104	4
O=C(NCCN1CCOCC1)/C(=C/c1ccc(Cl)cc1)NC(=O)c1ccccc1	-3	2.1	-1	-9	12	-5	0	107	-5
CCn1c(CC(=O)Nc2ccc(F)cc2)nnc1SCC(=O)Nc1nncs1	-16	-1.1	1	-4	8	-1	9	112	2
Cc1nc2ncnn2c(C)c1CCC(=O)N1CCN(c2ccccn2)CC1	5	2.4	0	-1	5	-1	-8	83	0

Some of these compounds in order of heavy-atom count, lowest first:
SMILES	JMJD2C inh	PP5 inh	TPT1 inh	EBNA-1 inh	core dimer inh	PP1 counter	ZTA counter	Yeast superoxide	CTSL1 counter
Cc1cc(NC(=O)c2ccoc2C)ccc1Br	1	2.0	nt	nt	nt	1	3	103	nt
O=C(CSc1nnc2ccccn12)NCc1ccc2c(c1)OCO2	1	0.1	-1	5	-1	8	-11	121	2
CCCC(C)c1nnc(NC(=O)c2cc(C(=O)OC)cc([N+](=O)[O-])c2)s1 (configuration not stated)	-8	-0.3	1	-7	3	2	5	94	4
CN(C)c1ccc(/C=N/NC(=O)C(O)(c2ccccc2)c2ccccc2)o1	0	0.1	8	-6	7	-3	15	101	-3
CCOC(=O)c1c(C)[nH]c(C(=O)OCc2csc(CC(=O)Nc3ccccc3C)n2)c1C	-1	0.9	-1	18	1	-1	-10	92	1

Compound activity from PubChem BioAssay.
